Pf Dd2 growth: inhibitors of Plasmodium falciparum Dd2 growth; P. falciparum Dd2 growth, SYBR Green, 72 h; hit rate 4.3% among 120,000; Potency, µM (series often up to 28.9 µM), inactives show at the top dose activity, negative = inhibition, hits mostly inhibitors; active = well fitted inhibition curve with a large enough effect; inconclusive = small, poorly fitted or top-dose-only effect; inactive = no such curve, though single readings can be large or run the other way;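 also: plate controls were DMSO vehicle for no effect and reference drug for full effect; nearly all actives have a fitted effect of over 65% in size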
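Readout: SYBR Green fluorescence, 485 nm excitation, 535 nm emission, after ~16 h lysis at 37C. Before that, Dd2-infected red cells (2.5% hematocrit) grew 72 h with compound, 29 uM top final concentration.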
The depositor's hits bear a star; i = inactive; ? = inconclusive; [ ] = another dose, or the depositor's remark. Potency is read from the fitted curve at half-maximal effect. An excerpt; count on the stated rates, not on these rows.

No.	Molecule	Pf Dd2 growth
1	COCCN1C(=O)c2cccn2CC1CNC(=O)c1ccc(Cc2c(C)n[nH]c2C)o1 (stereo unspecified)	7%
2	CC(C)(C)OC(=O)N1CCC(c2c(C(=O)N3CCN(c4cccc(Cl)c4)CC3)cnn2-c2cccc(Cl)c2)CC1	7.1µM*
3	COCCCNc1cc(-c2ccccc2OC)nc2c(C)noc12	18%[44.1 µM]
4	O=C(Cc1ccc(F)cc1)N1CCC2(CC1)N=C(c1ccccc1)NO2	-1%
5	CN(C)c1cccc(-c2cc3c(cn2)CN(Cc2cccnc2)CCN3)c1	i
6	CC(C)NC(=O)NCc1nnc2n1C(C(=O)NCc1cccnc1)CC2 (stereo unspecified)	24%
7	CC(C)(Oc1nn(Cc2cccc(Cl)c2)c2ccccc12)C(=O)Nc1cccnc1	-21%[44.1 µM]
8	COCCNC(=O)C(NC(=O)c1ccc(C)cc1)C1CCN(C(=O)c2ccc(Cl)cc2)CC1 (stereo unspecified)	i
9	CCOc1ccccc1NC(=O)Cn1c(N2CCc3ccccc3C2)nc(C)cc1=O	?
10	O=C1[C@@H]2C[C@@H](CN2CC2CC2)Oc2ccccc2N1Cc1ccccn1	0%[44.1 µM]
11	COc1ccc(C(=O)N2CCC3(CC2)NC(=O)N(c2cccc(F)c2)N3)c(OC)c1	?
12	NCC(=O)N1CCC(n2nccc2NC(=O)Nc2ccccc2Cl)CC1	-6%
13	CCOc1cc(CNc2ccc(O)cc2)cc(Cl)c1OCc1ccccc1	13µM*
14	Cc1cccc(N2C(=O)N(Cc3cccc(C#N)c3)c3ccccc3S2(=O)=O)c1	i
15	COCCOCc1nc(C2CCNCC2)no1	-2%
16	COc1cccc(NS(=O)(=O)c2ccc3[nH]cc(C(=O)NC4CCCCC4)c(=O)c3c2)c1	?
17	CC(=O)Nc1ccc(NC(=O)CCCn2nc(C)c3sc4ccccc4c3c2=O)cc1	-19%
18	O=C(O)[C@@H]1CN(C(=O)Cc2ccc(O)cc2)C[C@H]1c1cccc(F)c1	-7%
19	Cc1cccc(Nc2c3c(nc4nncn24)CCC3)c1C	14%
20	O=C1Nc2ccccc2O[C@H]2C[C@@H]1N(C(=O)NCc1ccccc1)C2	-11%[44.1 µM]
21	Cc1ccc(Nc2nnc(-c3ccc(C)c(S(=O)(=O)N4CCN(C)CC4)c3)c3ccccc23)c(C)c1	7.9µM*
22	Cc1ccc(NC(=O)CN2C(=O)CCc3cc(S(=O)(=O)N4CCCCC4)ccc32)cc1C	?
23	O=C1CC(c2ccccc2)N(C(=O)CNC(=O)Nc2ccc3c(c2)OCCO3)CCCCCN1 (stereo unspecified)	?
24	COc1ccc(-c2cc(N3CCC(NC(=O)c4ccc(OC)cc4C)CC3)n[nH]2)cc1	?
25	O=C(NCc1nnc2n1C(C(=O)NCc1ccc(F)cc1)CC2)c1ccccc1 (stereo unspecified)	27%
26	COc1ccccc1-c1cc(C(=O)N2CCN(c3ncccn3)CC2)c2cnn(C)c2n1	-17%
27	O=C(NC1CCCc2c1[nH]c1ccccc21)c1ccncc1 (stereo unspecified)	2%
28	Cc1cc(NC(=O)c2cc(Cl)ccc2Cl)ccc1-c1cc2ccccc2oc1=O	11µM*
29	CC1CCN(C[C@H]2CN3CC[C@H]2C[C@@H]3CNC(=O)Nc2ccsc2)CC1	i
30	Cc1cc(F)ccc1NS(=O)(=O)c1ccc(-n2cccn2)cc1	18%
31	O=C([C@@H]1C[C@H](Oc2cccnc2)CN1C(=O)CC1CCCCC1)N1CCOCC1	2%
32	Cc1ccc(C(c2c(O)cc(C)n(Cc3ccco3)c2=O)N2CCC(C)CC2)cc1 (stereo unspecified)	17%
33	CCOc1ccc(NC(=O)N2CCc3cc(OC)c(OC)cc3C2CNC(=O)NC(C)(C)C)cc1 (stereo unspecified)	?
34	Cc1cnc(C2CCN(S(=O)(=O)c3ccccc3)C2)n1C(C)C (stereo unspecified)	4µM*
35	COC[C@H]1NC(=O)CC[C@H]1C(=O)NC1CCN(Cc2ccccc2)CC1	39%[activator]
36	COc1ccc(CNC(=O)C2CCc3nc(N4CCN(C(C)=O)CC4)sc3C2)cc1 (stereo unspecified)	i
37	CCn1c(-c2ccc(S(=O)(=O)N3CCOCC3)cc2)csc1=Nc1ccc(C)c(Cl)c1	-20%
38	N#Cc1ccnc(-c2nnc3ccc(NC4CC4)nn23)c1	i
39	CCCCNC(=O)CCn1c(=O)c2ccccc2n(Cc2cc(C)ccc2C)c1=O	i
40	CCc1nc(-c2c3n(c(=O)n(Cc4ccc(C#N)cc4)c2=O)CCCCC3)no1	i
41	CCn1cc(CN2C[C@@H](COC)[C@H](C(=O)NC3CC3)C2)cn1	-5%
42	COc1ccccc1CN1CC(c2noc(-c3ccc(C)cc3C)n2)CC1=O (stereo unspecified)	i
43	Cc1ccc(Cl)cc1NC(=O)N(C)CC1CCOCC1	-3%
44	CC(C)Cn1c(=O)c2ccccc2n2c(CCC(=O)N3CCN(c4cccc(Cl)c4)CC3)nnc12	?
45	Cc1ccc(-n2c(=O)c3cccnc3n2CC(=O)Nc2ccc(Br)cc2)cc1C	?
46	Cc1nnc(-c2cc(-c3ccsc3)ccn2)n1Cc1ccccc1	?
47	COc1ccc(OC)c(NC(=O)CSC2=Nc3ccccc3C3=NC(CCC(=O)NC4CCCCC4)C(=O)N23)c1 (stereo unspecified)	64%[activator]
48	O=C(NC1CCOC2(CCOCC2)C1)c1csc(Cc2ccccc2)n1 (stereo unspecified)	8%
49	Cc1ccccc1C(=O)N1CCC2(CC1)N(C)C(=O)CS2(=O)=O	11%
50	COc1ccc(-n2c(SCCC(C)C)nc3sc4c(c3c2=O)CC(C(C)C)OC4)cc1 (stereo unspecified)	1%
51	O=C1Nc2ccccc2CC12CCN(Cc1ccc(F)cc1)CC2	?
52	Cc1ccc(C)c(N2CCN(C(=O)CN3C(=O)COc4ccc(S(=O)(=O)N5CCCC5)cc43)CC2)c1	1%
53	O=C(NC1CCN(c2cc(-c3ccccc3)[nH]n2)C1)c1cc(F)ccc1Cl (stereo unspecified)	?
54	COCCN(CCOC)C(=O)[C@@H](C)C1CC[C@@]2(C)CC[C@H](NC(=O)c3cncnc3)[C@@H](C)[C@@H]2[C@H]1O (stereo partly specified)	-4%
55	c1ccc(CN2CCC3(CC(c4cccnc4)=NO3)C2)nc1 (stereo unspecified)	0%
56	O=C(CCn1cnnn1)Nc1ccc(F)cc1	-3%
57	CC(C)(C)n1nnnc1C1CC2(CCOCC2)C(=O)N1Cc1cccc(F)c1 (stereo unspecified)	19%
58	O=C1N[C@H](CC(=O)N2CCn3c(nnc3C(F)(F)F)C2)C(=O)Nc2ccccc21	1%
59	CCc1noc([C@@H]2CC(F)(F)CN2C(=O)c2cc(C3CC3)[nH]n2)n1	21%
60	Cc1ccc(Cl)cc1NC(=O)Cn1c(C)cc2nc3n(c(=O)c21)CCCC3	?

Next entries
No.	Molecule	Pf Dd2 growth
61	CCOC(=O)c1ccc(NC(=O)CN2C(=O)COc3ccc(Cl)cc32)cc1	i
62	COc1ccc(-c2cc(C[C@@H]3CC[C@H](O)[C@@H](CNC(=O)N4CCOCC4)O3)no2)cc1	i
63	COCCNC(=O)CCc1c(C)nn(-c2cccc(C)c2)c1Oc1ccccc1	i
64	CNC(=O)[C@H]1C[C@H](Oc2ccccc2)CN1Cc1c[nH]c2ccc(OC)cc12	?
65	Cc1ccc2nc(-c3cccc(NC(=O)CSc4ccc(Cl)cc4)c3)oc2c1	11µM*
66	CN(C)c1ccc(CN2CCC(N3Cc4ccccc4C3=O)CC2)cc1	11%
67	COc1ccccc1CC(=O)N1CCCc2ncc(C(=O)NCCc3ccccc3)cc21	?
68	Cc1ccc(C)c(N2CCN(C(=O)c3cc4c(=O)n(Cc5cccs5)ccc4nc3C)CC2)c1	?
69	COc1ccc(CN2Cc3[nH]nc(-c4ccc(CO)cc4)c3CC2=O)cc1	i
70	CCc1ccc(NC(=O)C2CCCN(S(=O)(=O)c3cccc4cccnc34)C2)cc1 (stereo unspecified)	14µM*
71	CCCCN(C)CCCNC(=O)CN1C(=O)COc2ccc(S(=O)(=O)N3CCC(C)CC3)cc21	?
72	COc1ccc(-c2ccc(=O)n(CC(=O)NCCc3ccccc3)n2)cc1	3%
73	O=C1NCCCCCCN(Cc2ccncc2)[C@@H]2CN(Cc3ccncc3)CC[C@@H]12	?
74	O=C1[C@@H]2C[C@@H](CN2C(=O)C2CC2)Oc2ccccc2N1Cc1ccc(OC(F)(F)F)cc1	i
75	CCOc1ccc(CNCCSc2nnnn2C)cc1	-21%
76	Cc1ccc(CN2CC(Oc3cccc(C(=O)N4CCOCC4)c3)C2)s1	?
77	CN1CC(=O)N(C2CCC2)Cc2c(NCC3CC3)ncnc21	0%
78	Cc1nc2c(NC(=O)Nc3cccc(C(F)(F)F)c3)cccn2n1	i
79	COc1cc(F)ccc1-c1cc(C(=O)NCCc2cnc[nH]2)c2c(c1)N(C)CCO2	-14%[44.1 µM]
80	CC(=O)N1CCC(NC[C@H]2COCc3nc4cc(F)ccc4n32)CC1	-10%[44.1 µM]

Brought forward from above: 2 entries, then new ones.
No.	Molecule	Pf Dd2 growth
79	COc1cc(F)ccc1-c1cc(C(=O)NCCc2cnc[nH]2)c2c(c1)N(C)CCO2	-14%[44.1 µM]
80	CC(=O)N1CCC(NC[C@H]2COCc3nc4cc(F)ccc4n32)CC1	-10%[44.1 µM]
81	Cn1ccnc1SCC(=O)Nc1cc(Cl)ccc1Cl	19%
82	Cc1cc(C)c(NC(=O)C2CCCN(S(=O)(=O)c3c(C)noc3C)C2)c(C)c1 (stereo unspecified)	13%
83	Cc1ccc(C)c(NC(=O)Cn2c(=O)n(Cc3ccc4c(c3)OCO4)c(=O)c3oc4ccccc4c32)c1	16%
84	CN1C(=O)CCC2(CNC(=O)Cc3c[nH]c4ccccc34)CCCC=C12 (stereo unspecified)	-2%
85	CC1CCC2(CC1)NC(=O)N(CC(=O)Nc1ccc(Br)cc1)C2=O (stereo unspecified)	i
86	CCC(CC)C(=O)N1C[C@@H]2CCCN3CCC[C@@H]([C@H]23)[C@H]1CCCC(=O)N1CCOCC1	?
87	CCc1noc(-c2cn(C3CCN(C(=O)c4ccc(C)cc4)CC3)nn2)n1	i
88	O=C(Nc1ccc(F)cc1F)N1CCCC(Cn2c(C3CC3)nc3cccnc32)C1 (stereo unspecified)	i
89	O=C1CCCN1CCCN1C(=O)[C@@H]2C[C@@H](O)CN2C2(CN(Cc3cnc4ccccc4c3)C2)C1=O	-10%
90	Cc1cc(C(=O)NC2CC(=O)N(Cc3ccccc3C(F)(F)F)C2)nn1C (stereo unspecified)	-5%
91	c1cc(CN2CC[C@H]3CNC[C@H]32)cc(OCCCCN2CCCCC2)c1	-12%
92	COc1ccc(Br)cc1CNC(=O)c1cc(=O)[nH]c2ccc(S(=O)(=O)N3CCCC3)cc12	12%
93	Cn1ccnc1CN1C[C@@H](C(=O)O)C[C@@H](C(=O)NCc2ccncc2)C1	-4%
94	O=C(NCc1nnc2n1C(C(=O)O)CC2)c1ccc2c(c1)OCO2 (stereo unspecified)	13%
95	CCC(C)NC(=O)c1cnn(-c2ccc(Cl)cc2)c1C1CCN(C(=O)OC(C)(C)C)CC1 (stereo unspecified)	11µM*
96	Cc1cc(C)c(NS(=O)(=O)c2cc(-c3cnc(C4CC4)o3)ccc2C)c(C)c1	i
97	CCc1cc(C(=O)NCc2cc3n(n2)CCCN(S(C)(=O)=O)C3)cs1	9%
98	Cc1ccc(NC(=O)c2ccc(NC(=O)N3CCSc4ncccc43)cc2)cc1Cl	i
99	Cc1ccc2oc(=O)c3cc(C(=O)Nc4ccccc4C(N)=O)sc3c2c1	42%[activator]
100	COCC(=O)N1CC(C(=O)Nc2ccccn2)C2(CCOCC2)C1 (stereo unspecified)	15%
101	CCS(=O)(=O)N1CCC(Cc2nncn2Cc2ccccc2)C1 (stereo unspecified)	0%
102	CCc1cccc(NC(=O)Nc2ccc3c(c2)N(C)C(=O)c2ccccc2S3)c1	i
103	Cc1ccc(C)c(CN2CCn3c(nn(CCCOc4ccc(F)cc4)c3=O)C2=O)c1	-10%
104	Cc1ccc(C(=O)NC(C(=O)N2CCCC2)C2CCN(C(=O)c3ccccc3F)CC2)cc1 (stereo unspecified)	i
105	O=[S+]1([O-])NCC2(CCN(Cc3cccc4ccccc34)C2)Nc2ccccc21 (stereo unspecified)	13µM*
106	Fc1ccccc1-c1nnc([C@H]2CCN(Cc3ccco3)C2)o1	i
107	Oc1ccccc1CN1CCOC[C@H]1c1ncc(-c2ccc(F)cc2F)[nH]1	3.2µM*
108	COc1cc2c(cc1Oc1ccccc1)NC(=O)C21CCN(c2cnccn2)CC1	?
109	Cc1ccc(CNC(=O)CSc2c(C(C)C)cnc3c2c(=O)n(C)c(=O)n3C)cc1	-22%
110	Cc1nc(N2CCC(NC(=O)c3ccc(F)cc3Cl)CC2)cc(C(F)(F)F)n1	i
111	Cc1cnc(C2CCOCC2)n1C1CCN(C(=O)Nc2ccc3c(c2)OCCO3)CC1	7.9µM*
112	CCC(C)NC(=O)Cn1c(=O)n(CCCCCC(=O)Nc2ccccc2)c(=O)c2sccc21 (stereo unspecified)	-17%

A different layout for part of the listing above.
(110) Cc1nc(N2CCC(NC(=O)c3ccc(F)cc3Cl)CC2)cc(C(F)(F)F)n1
  Pf Dd2 growth: i

(105) O=[S+]1([O-])NCC2(CCN(Cc3cccc4ccccc34)C2)Nc2ccccc21 (stereo unspecified)
  Pf Dd2 growth: 13µM*

(104) Cc1ccc(C(=O)NC(C(=O)N2CCCC2)C2CCN(C(=O)c3ccccc3F)CC2)cc1 (stereo unspecified)
  Pf Dd2 growth: i

(109) Cc1ccc(CNC(=O)CSc2c(C(C)C)cnc3c2c(=O)n(C)c(=O)n3C)cc1
  Pf Dd2 growth: -22%
